PDI inh: inhibitors of human PDI, primary screen, biochemical, turbidity, single point, plate reader | PDI insulin aggregation turbidity, A650, 90 min | Protein disulfide-isomerase (Homo sapiens), P07237 | inhibition, % at 10 µM | hit rate 0.052% among 350,000 | AID 588391, 2011;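 active means mean inhibition across replicates of 30% or more, whatever share of single replicates reach that level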;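 further: absorbance from insulin aggregation driven by PDI reduction with DTT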
Target sequence (P07237 whole entry, looked up): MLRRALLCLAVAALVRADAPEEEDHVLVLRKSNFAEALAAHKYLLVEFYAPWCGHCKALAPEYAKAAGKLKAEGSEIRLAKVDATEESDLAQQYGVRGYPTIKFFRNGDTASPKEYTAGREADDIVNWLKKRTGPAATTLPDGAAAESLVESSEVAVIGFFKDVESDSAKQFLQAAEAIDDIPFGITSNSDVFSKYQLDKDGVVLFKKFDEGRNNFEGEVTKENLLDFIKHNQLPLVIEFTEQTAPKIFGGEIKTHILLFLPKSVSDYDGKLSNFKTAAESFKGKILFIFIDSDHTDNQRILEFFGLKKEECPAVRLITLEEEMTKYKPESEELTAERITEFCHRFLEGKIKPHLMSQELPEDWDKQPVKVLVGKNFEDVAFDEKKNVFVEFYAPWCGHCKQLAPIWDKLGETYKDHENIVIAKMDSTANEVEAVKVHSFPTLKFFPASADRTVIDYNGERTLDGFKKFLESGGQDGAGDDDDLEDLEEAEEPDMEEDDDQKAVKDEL
H9c2 protect: cardioprotection against H2O2-induced cell death, primary screen, uHTS, H9c2 cells, ATPLite luminescence. H9c2 cardiomyocytes, H2O2 injury protection, 2 h. protection from H2O2 cell death, % at 20 µM. AID 588492, 2011. hit rate 0.63% among 360,000;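 active means compounds giving at least 50% protection of heart cells from peroxide-induced death in the single-dose screen, raw or plate-pattern-corrected value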;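 further: 0% = DMSO wells with peroxide and 100% = DMSO wells without peroxide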
m5-HT2A agonist: mouse Htr2a agonists via beta-arrestin recruitment, primary screen, cell-based, luminescence; CHO-K1 mHTR2A beta-arrestin complementation; percent of 30 µM serotonin response; hit rate 0.66% among 360,000; 5-hydroxytryptamine receptor 2A (Mus musculus), P35363; activation, % at 7.6 µM;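 active means activation above a run cutoff, the mean activation of all tested compounds plus 3 SD, cut at about 14% in these data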;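 further: 0% = plate median of compound wells and 100% = 30 µM serotonin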
Target sequence (P35363 whole entry, looked up): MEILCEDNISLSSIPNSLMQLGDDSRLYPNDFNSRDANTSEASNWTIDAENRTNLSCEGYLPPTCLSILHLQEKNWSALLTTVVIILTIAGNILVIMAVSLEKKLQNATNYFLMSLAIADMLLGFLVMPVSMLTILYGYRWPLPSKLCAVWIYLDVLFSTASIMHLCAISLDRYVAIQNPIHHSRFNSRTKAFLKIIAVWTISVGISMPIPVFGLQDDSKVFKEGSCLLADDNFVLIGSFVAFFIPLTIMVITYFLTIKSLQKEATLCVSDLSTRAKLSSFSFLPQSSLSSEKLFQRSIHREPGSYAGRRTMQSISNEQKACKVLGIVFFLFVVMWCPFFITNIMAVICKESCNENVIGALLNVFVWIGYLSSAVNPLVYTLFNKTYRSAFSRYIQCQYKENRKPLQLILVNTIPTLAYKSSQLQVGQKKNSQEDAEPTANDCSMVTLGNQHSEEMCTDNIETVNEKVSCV
MITF TRPM1 inh: inhibitors of MITF-dependent TRPM1 promoter reporter, primary screen, cell-based, SK-MEL-5, single point, luciferase; SK-MEL-5 TRPM1 promoter luciferase, 24 h; inhibition, % at 12.5 µM; hit rate 0.83% among 330,000;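 active means mean inhibition across replicates of 60% or more, whatever share of single replicates reaches that level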; further: values of inactives mirror those of a sister screen read the other way
NR2E3 ag-1: inhibitors of NR2E3-RetCOR corepressor binding, primary screen, NR2E3 agonist project, biochemical, TR-FRET, GST-NR2E3, biotin-RetCOR; 1536-well; inhibition of corepressor binding, % at 4.78 µM; hit rate 0.12% among 320,000; AID 2300, 2010;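 active means percent inhibition above the cutoff of mean plus 3 SD of all tested compounds, set per screening campaign, cut at about 20% in these data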;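 further: 0% = DMSO wells and 100% = biotin wells as full block of FRET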
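Test system – NR2E3–RetCOR corepressor complex · Quantity – NR2E3 fusion 1.35 nM · Buffer or medium – Tris pH 7.5 · Incubation – Compound–protein incubation for 5 h at 4 °C · Technique – TR-FRET, Eu(K)-anti-GST donor, streptavidin-D2 acceptor, ex 340, em 617/671 nm · Evaluation – percent inhibition of 671/617 nm emission ratio versus biotin and DMSO controls · Plate – 1536-well format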
HIF-2a inh: HIF-2a reporter inhibitors, primary screen, luminescence, 786-0 RCC cells | 786-0 RCC cells HIF-2a reporter, luciferase luminescence, overnight | inhibition, % at 18.8 µM | hit rate 0.72% among 360,000 | AID 624352, 2012;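 active means inhibition of the luminescence signal of 40% or more relative to plate controls, in a single-dose primary screen at 18.75 µM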
Shn3 3UTR inh: reduction of Shn3 3'UTR firefly luciferase signal, primary screen, Schnurri-3 inhibitor project, cell-based, Clone20 osteoblasts, set 2 | Clone20 osteoblast Shn3 3'UTR firefly luciferase, 24 h | inhibition, % at 12.5 µM | hit rate 0.52% among 360,000 | AID 588674, 2011;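 active means mean inhibition of at least 75% with every replicate also reaching 75%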;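 further: 0% = median of neutral control wells and 100% = pilot-screen positive control compound; some compounds past the cut are filed as inactive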
NR2E3 ag-2: NR2E3 agonists in two-hybrid cells, primary screen, cell-based, luminescence, CHO-S, Gal4-NCOR/VP16-NR2E3. Photoreceptor-specific nuclear receptor (Homo sapiens), Q9Y5X4. luciferase. inhibition of corepressor binding, % at 3.98 µM. hit rate 0.35% among 360,000. AID 602229, 2012;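 active means inhibition above the mean of all tested compounds plus 3 SD, cut at about 70% in these data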;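 further: 0% = DMSO with NR2E3 transfected cells and 100% = cells lacking NR2E3 construct; higher means lower luciferase signal from less NR2E3 corepressor binding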
CaV13 ICDI inh: Disruptors of the CACNA1D IQ motif to Ca2+-dependent inactivation inhibitor domain association, primary screening, Förster resonance energy transfer in intact living …; HEK cells, CFP/YFP FRET ICDI-IQ, plate reader, 10 min; percent FRET-ratio fall versus neutral wells; inhibition, % at 12.3 µM; hit rate 0.098% among 340,000; AID 743397;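 active means mean replicate inhibition of at least 30% and at least 1% of replicates passing that level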;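 further: 0% = median of the neutral control wells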
iPSC survival up: enhancers of single-cell hiPSC survival, primary screen, ATPlite luminescence; 100% = ROCK inhibitor wells, 0% = DMSO; survival enhancement, % at 20 µM; hit rate 0.044% among 360,000; in the data active means survival enhancement above about 18%;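 further: cells exposed to compounds for 16 hours before the ATP read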
Peg3 promoter: Peg3 promoter-driven luciferase inhibitors, primary screen, cell-based, HeLa, luciferase luminescence | hit rate 1.7% among 360,000 | HeLa PEG-Prom luciferase reporter, overnight | inhibition, % at 20 µM;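 active means inhibition of at least 50% at 20 µM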
* = called active by the depositor; x = no result given. Outcome played no part in choosing rows; 3.9% or so of the library scored in one or more.

smiles | PDI inh | H9c2 protect | m5-HT2A agonist | MITF TRPM1 inh | NR2E3 ag-1 | HIF-2a inh | Shn3 3UTR inh | NR2E3 ag-2 | CaV13 ICDI inh | iPSC survival up | Peg3 promoter
O=C(Nc1cccc(S(=O)(=O)NC2=NCCCCC2)c1)c1cc(-c2ccccc2Cl)nc2ccccc12 | -12 | 1 | -1 | -6 | -1 | 26 | -3 | -3 | -4 | -0.8 | 40
COc1ccccc1N1CCN(C(=O)C2CCN(S(=O)(=O)N3CCOCC3)CC2)CC1 | -15 | 13 | -5 | -2 | x | 14 | -6 | 8 | x | 5.6 | 13
O=C(CCCCCN1C(=O)[C@@H]2Cc3ccccc3CN2C1=O)Nc1ccccc1F | 6 | 2 | 2 | 1 | -3 | -11 | 7 | 2 | -3 | 0.2 | -12
CC1(C)CC(=O)C(C=NCCN2CCN(CC(=O)Nc3ccc(F)cc3)CC2)=C(O)C1 | -48 | 2 | -4 | 9 | 1 | 17 | -11 | 1 | -3 | 0.4 | 0
Cc1c(Cl)cccc1Nc1nc(N)nc(CSc2nc3ccccc3s2)n1 | -5 | -11 | -5 | 11 | -1 | -12 | 13 | -10 | -16 | 0.0 | 6
Cc1cc(=O)c(C(=O)O)nn1-c1ccccc1 | -13 | 9 | 0 | 5 | -3 | 20 | 9 | -12 | -3 | 0.2 | -4
COc1ccccc1CO/N=C/c1cccn1-c1nccc(N(C)C)c1C#N | 6 | 3 | -3 | 5 | 1 | 1 | -16 | -15 | -3 | -0.4 | 23
Nc1nonc1-n1nnc(C(=O)N/N=C/c2cccnc2)c1CSC1=NCCS1 | 4 | -4 | -5 | 5 | 7 | 17 | 3 | 6 | -3 | 0.9 | 28

(continued)
smiles | PDI inh | H9c2 protect | m5-HT2A agonist | MITF TRPM1 inh | NR2E3 ag-1 | HIF-2a inh | Shn3 3UTR inh | NR2E3 ag-2 | CaV13 ICDI inh | iPSC survival up | Peg3 promoter
Cc1ccc(NC(=O)c2[nH]cnc2C(=O)NN)cc1 | 3 | 3 | -2 | -4 | 1 | -33 | -34 | -10 | 5 | -0.7 | -17
COc1ccc(CCN2CC(C(=O)OCC(=O)NCc3ccccc3Cl)CC2=O)cc1OC (stereo not drawn) | 7 | 7 | -1 | -3 | x | 8 | -5 | 14 | -2 | -2.1 | 5
O=C(CCN1CCC2CCC(C2)C1)c1ccc(F)cc1 (stereo not drawn) | 0 | -19 | 3 | 4 | x | -23 | 3 | 4 | -8 | -1.2 | 7
O=C1CN(C(=O)COC(=O)C2=COCCO2)c2ccccc2N1 | 1 | 4 | -1 | 8 | 0 | 10 | 5 | -16 | -4 | -1.0 | 6
O=C(CSc1ccc2nnc(-c3cccs3)n2n1)N1CCOCC1 | -1 | 27 | -1 | x | x | 12 | 7 | -10 | -7 | 0.1 | 16
Cc1c(C(=O)NC2CCC(C)CC2)oc2ccccc12 (stereo not drawn) | 5 | 9 | -4 | -73 | 0 | -232 | -75 | -169 | -4 | -0.3 | -301
CC(c1ccccc1)n1c(-c2cccs2)nc2c(c(=O)c3ccccc3n2C)c1=O (stereo not drawn) | 4 | 2 | -1 | x | 2 | 16 | -11 | -25 | -5 | -0.6 | 14
C/C(=N/NC(=O)c1cnccn1)c1ccncc1 | 2 | 6 | -2 | 4 | 2 | 3 | -6 | -23 | -2 | -1.5 | -7

Six entries picked at random from the list so far, as already listed:
smiles | PDI inh | H9c2 protect | m5-HT2A agonist | MITF TRPM1 inh | NR2E3 ag-1 | HIF-2a inh | Shn3 3UTR inh | NR2E3 ag-2 | CaV13 ICDI inh | iPSC survival up | Peg3 promoter
Cc1ccc(NC(=O)c2[nH]cnc2C(=O)NN)cc1 | 3 | 3 | -2 | -4 | 1 | -33 | -34 | -10 | 5 | -0.7 | -17
O=C(CSc1ccc2nnc(-c3cccs3)n2n1)N1CCOCC1 | -1 | 27 | -1 | x | x | 12 | 7 | -10 | -7 | 0.1 | 16
O=C1CN(C(=O)COC(=O)C2=COCCO2)c2ccccc2N1 | 1 | 4 | -1 | 8 | 0 | 10 | 5 | -16 | -4 | -1.0 | 6
C/C(=N/NC(=O)c1cnccn1)c1ccncc1 | 2 | 6 | -2 | 4 | 2 | 3 | -6 | -23 | -2 | -1.5 | -7
O=C(CCN1CCC2CCC(C2)C1)c1ccc(F)cc1 (stereo not drawn) | 0 | -19 | 3 | 4 | x | -23 | 3 | 4 | -8 | -1.2 | 7
CC(c1ccccc1)n1c(-c2cccs2)nc2c(c(=O)c3ccccc3n2C)c1=O (stereo not drawn) | 4 | 2 | -1 | x | 2 | 16 | -11 | -25 | -5 | -0.6 | 14

New compounds follow:
smiles | PDI inh | H9c2 protect | m5-HT2A agonist | MITF TRPM1 inh | NR2E3 ag-1 | HIF-2a inh | Shn3 3UTR inh | NR2E3 ag-2 | CaV13 ICDI inh | iPSC survival up | Peg3 promoter
Cc1ccc2cc(CCNC(=O)c3ccc(C)c([N+](=O)[O-])c3)c(=O)[nH]c2c1 | -8 | -1 | 2 | 18 | -1 | 9 | 9 | -7 | -4 | -3.3 | 9
O=C(CCc1ccccc1Cl)Nc1cc(S(=O)(=O)N2CCOCC2)ccc1N1CCCC1 | 3 | 0 | -2 | -7 | x | -2 | 5 | -3 | -6 | -0.2 | 17
Cc1ccc(N)cc1S(=O)(=O)N(C)C | -4 | -5 | -2 | -6 | 2 | -1 | -8 | 6 | -3 | 2.2 | 10
CCOc1ccc(-c2nc(N)nc(C)c2-c2ccc(Cl)cc2)c(O)c1 | 5 | -9 | 2 | -16 | 0 | 7 | 11 | 7 | -2 | -0.3 | 24
Cc1ccc(NC(=O)NCCN2CCCCC2)cc1C | 1 | 5 | -3 | 9 | 4 | -19 | -4 | 11 | 6 | -0.1 | -22
CCOc1ccc(NC(=O)c2ccc3[nH]c(=O)c(=O)[nH]c3c2)cc1 | 5 | 3 | 8 | 0 | 0 | -1 | -6 | 8 | -3 | -0.2 | -13
Cc1cccc(-c2noc(CCCC(=O)Nc3cccnc3)n2)c1 | -3 | -6 | 0 | -6 | -1 | 4 | 10 | -4 | -3 | 0.9 | 2
C=C(C)CSC1=C(C#N)C(c2ccccc2)CC(=O)N1 (stereo not drawn) | 2 | -3 | -2 | 7 | -1 | -26 | -4 | -6 | -6 | 0.0 | -7

Carrying on.
Structure,PDI inh,H9c2 protect,m5-HT2A agonist,MITF TRPM1 inh,NR2E3 ag-1,HIF-2a inh,Shn3 3UTR inh,NR2E3 ag-2,CaV13 ICDI inh,iPSC survival up,Peg3 promoter
COC(=O)c1cc(NC(=O)CC2C(=O)NCCN2C(=O)c2ccc(F)cc2)cc(C(=O)OC)c1 (stereo not drawn),2,-4,0,6,0,0,2,0,x,0.1,18
C/C(N)=C(/C#N)C(=O)CSc1ncnc2ccccc12,8,5,1,-6,-4,-23,7,-36,-4,0.8,-24
S=C(NCc1ccc(Cl)cc1Cl)NC1CCCCC1,-11,-23,0,2,2,-36,20,18,-2,-0.6,4
CC(NC(=S)Nc1ccccc1)C1COc2ccccc2O1 (stereo not drawn),16,-2,1,-3,1,20,-9,-11,1,-1.2,2
COc1cc(C(=S)N2CCOCC2)ccc1OS(=O)(=O)c1ccc(NC(C)=O)cc1,7,-16,1,2,2,15,10,-9,-5,-0.7,1
O=C(O)c1cccc(N=NN2CCCCCC2)c1,5,7,5,19,-5,43*,-29,-164,-4,0.6,-23
COc1ccc(/C=C2/C(=O)OCc3cc(OC)c(OC)cc32)c(OC)c1,13,8,1,-3,0,8,-16,-3,-5,-3.0,-12
Cc1ccc(S(=O)(=O)NCC(=O)OCC(=O)N2CCN(C(=O)c3ccco3)CC2)cc1C,9,3,2,-5,-2,6,5,22,-1,-0.4,-7
O=C(NCCCN1CCOCC1)c1ccc(S(=O)(=O)Nc2ccccc2F)cc1,0,9,7,1,2,0,17,23,-7,0.0,-4
CN(c1ccccc1)S(=O)(=O)c1cccc(NC(=O)c2nn(C)c(=O)c3ccccc23)c1,-4,10,3,x,1,5,54,27,-6,-0.1,47
O=C(COC(=O)CNS(=O)(=O)c1ccc2ccccc2c1)Nc1ccc2c(c1)OCO2,2,-2,1,-4,1,18,0,7,-6,0.4,14
CC1(Cc2ccccc2F)C(=O)Nc2c(Cl)ccc(Cl)c21 (stereo not drawn),3,1,4,x,x,4,0,11,-5,7.4,9
O=C(Nc1ccc(NC(=O)c2cccc([N+](=O)[O-])c2)cc1)c1cccc([N+](=O)[O-])c1,13,1,-2,1,-4,-88,3,-37,-19,0.4,-56
O=C(C1CCCCN1S(=O)(=O)c1ccccc1)N1CCN(C(c2ccccc2)c2ccccc2)CC1 (stereo not drawn),4,-3,-7,-6,-5,11,20,-25,x,-0.7,10
O=C(C1CN(C(=O)c2cc3cc(Cl)ccc3o2)c2ccccc2O1)N1CCCCC1 (stereo not drawn),3,-12,1,-11,-1,-12,23,-3,-3,-0.2,10
CC(Oc1ccc2c(-c3ccccc3)cc(=O)oc2c1)C(=O)N1CCC[C@@H]1C(N)=O (stereo partly drawn),x,12,-1,-37,6,-120,-50,-7,x,-2.5,-90
O=C(Nc1cccc(S(=O)(=O)Nc2ccccc2Cl)c1)c1ccc(N2CCCC2)c([N+](=O)[O-])c1,1,0,-2,8,-1,11,9,-2,-4,0.4,0
COc1cc(C(=O)N[C@@H](C)C(=O)NCc2ccco2)cc(OC)c1OC,-11,6,4,-6,-1,14,-3,-23,4,-0.9,9
Cn1c(SCC(=O)Nc2ccc3cn[nH]c3c2)nnc1-c1cnccn1,7,7,-5,26,0,5,-28,3,x,-1.4,10
C/C(=N\NC(=O)COc1ccc(C(C)(C)C)cc1)c1ccc(N2CCOCC2)cc1,-4,-7,1,4,0,-4,-12,5,-2,0.3,-17
COc1cccc(CN2CCN(Cc3ccon3)CC2CCO)c1 (stereo not drawn),7,5,-3,-8,4,17,-3,12,3,-0.4,7
COC(=O)c1cccc(Oc2cccc(C(F)(F)F)c2)n1,12,-3,-1,20,0,14,19,16,-3,0.3,11
COc1ccccc1N1CCN(C(=O)C2CCCN(c3ncnc4c3nc3n4CCCCC3)C2)CC1 (stereo not drawn),-2,32,1,10,2,7,4,25,-7,-0.5,42
O=C(O)c1ccc(O)c(O)c1,x,2,0,0,2,-7,1,5,x,-2.0,-2
